HCV inhibitor – qHTS Assay for Inhibitors of Hepatitis C Virus (HCV); Huh7.5.1 HCVcc-Cre infection, luciferase reporter, 44 h; Potency, µM (top dose mostly 41.8 µM), inactives show top-dose activity change, negative = inhibition, hits mostly inhibitors; hit rate 3.4% among 340,000; also: potency is read from the fitted curve at half-maximal effect; % is scaled to controls: 0 for no effect and ±100 for the full control effect
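Infectious HCV cell culture screen: compound-treated cells (1,000/well, pre-plated 4 h) are infected with HCVcc-Cre at roughly 0.5 moi and grown 44 h. Infection is quantified by luciferase signal after 15 min substrate incubation at room temperature.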
CHX counter – Cycloheximide Counterscreen for Small Molecule Inhibitors of Shiga Toxin. cell reporter, cycloheximide protein synthesis inhibition counterscreen. AID 2314, 2010. max response, %. hit rate 12% among 300,000; in the data active = max response mostly above about 13%, no sharp cut-off; inactive = mostly below about 14%; also: read at 38.3 µM for the half of the compounds with a filed dose; 0% is about no effect
Pf growth 48h – Primary qHTS for delayed death inhibitors of the malarial parasite plastid, 48 hour incubation | P. falciparum luciferase growth in erythrocytes, 48 h | Potency, µM (top dose mostly 28.7 µM), without a hit: at the highest dose activity change, negative = inhibition, most hits filed as inhibitors | hit rate 5.9% among 310,000; also: potency is read from the fitted curve at half-maximal effect; % is scaled to controls: 0 for no effect and ±100 for the full control effect
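In quantitative HTS format, infected erythrocytes bearing luciferase-reporter parasites were treated for a single generation at 37 C. Luminescence after adding detection reagent served as the growth measure.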
Giardia FBPA inh – qHTS Assay for Inhibitors of Fructose-1,6-bisphosphate Aldolase from Giardia Lamblia; Potency, µM (doses to about 59.6 µM), without a hit: at the highest dose activity, negative = inhibition, most hits filed as inhibitors; hit rate 0.71% among 290,000; A8B2U2; purified Giardia FBPA; also: potency is read from the fitted curve at half-maximal effect; % is scaled to controls: 0 for no effect and ±100 for the full control effect; nearly all actives have a fitted effect of over 55% in size
Target sequence (A8B2U2 whole entry, looked up): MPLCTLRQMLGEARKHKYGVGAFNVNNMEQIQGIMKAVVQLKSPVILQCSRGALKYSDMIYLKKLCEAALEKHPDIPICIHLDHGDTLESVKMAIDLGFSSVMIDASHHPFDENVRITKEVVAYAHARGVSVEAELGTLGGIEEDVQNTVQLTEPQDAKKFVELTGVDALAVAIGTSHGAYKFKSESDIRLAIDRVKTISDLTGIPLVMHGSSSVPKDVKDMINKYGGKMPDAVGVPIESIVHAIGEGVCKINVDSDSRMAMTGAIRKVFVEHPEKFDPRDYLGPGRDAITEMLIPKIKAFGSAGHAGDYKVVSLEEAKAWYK
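Giardia FBPA (40 nM reagent) was preincubated 10 min at RT with compound (up to 57.5 uM final), then substrate plus GAPDH/TPI/NAD/arsenate coupling system with diaphorase/resazurin was added; resorufin fluorescence (525/598 nm) was read after 20 min.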
Shiga toxin inh – A qHTS for Small Molecule Inhibitors of Shiga Toxin; hit rate 9.2% among 290,000; inhibition, % at 38.7 µM; Vero cells, Shiga toxin protein synthesis inhibition reporter; AID 2315, 2010; in the data active = inhibition mostly above about 28%, no sharp cut-off; inactive = mostly below about 43%; also: 0% is about no effect
Pf growth 96h – Primary qHTS for delayed death inhibitors of the malarial parasite plastid, 96 hour incubation; P. falciparum luciferase reporter growth, 96 h; Potency, µM (highest dose often 28.7 µM), without a hit: top-dose activity change, negative = inhibition, actives largely listed as inhibitors; hit rate 6.9% among 320,000; also: potency is read from the fitted curve at half-maximal effect; % is scaled to controls: 0 for no effect and ±100 for the full control effect
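Readout is luminescence from an integrated firefly luciferase in P. falciparum. Red cells, 2% hematocrit and 0.05% parasitemia final, were cultured with compound through two parasite generations (96 hours) at 37 C, 5% CO2.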
Active calls of the source: *; & = joins results of further samples; [ ] = dose if it differs, or a comment. Unless noted, calls follow the shape of the dose curve; as a rule, active = well fitted curve in the direction sought with a large enough effect; inconclusive = small, poorly fitted or top-dose-only effect, or another doubt; inactive = no such curve, though single readings can be large; an effect the other way counts as inactive or inconclusive.

`COc1ccc(NC(=O)NCCCN2CCc3ccccc3C2)cc1` gave HCV inhibitor -3%, CHX counter -2, Pf growth 48h 10%, Giardia FBPA inh inconclusive, Shiga toxin inh 10 and Pf growth 96h 19%.
CN(C)C(=O)c1ccc(NC(=O)c2ccccc2Sc2ccccc2C#N)cc1 was read as HCV inhibitor 7%, CHX counter -2, Pf growth 48h 45%[activator], Giardia FBPA inh 14%, Shiga toxin inh 1 and Pf growth 96h 26%.
For COc1ccccc1N1CCN(C(CNS(=O)(=O)c2cc(F)ccc2F)c2cccnc2)CC1 (stereo not drawn) the results were HCV inhibitor -2%[0.335 µM], CHX counter -2, Pf growth 48h inconclusive, Giardia FBPA inh 4%, Shiga toxin inh 6 and Pf growth 96h inconclusive.
CC(OC(=O)c1cc2ccccc2cc1O)C(=O)Nc1ccc(S(N)(=O)=O)cc1 (stereo not drawn) was read as HCV inhibitor -4%, CHX counter -1, Pf growth 48h 0%, Giardia FBPA inh -28%, Shiga toxin inh -9 and Pf growth 96h 20%.
COc1cc2oc(-c3ccc(O)cc3)cc(=O)c2c(OC)c1O was read as HCV inhibitor -16%, CHX counter 7, Pf growth 48h inconclusive, Giardia FBPA inh 1%, Shiga toxin inh 28 and Pf growth 96h inconclusive.
`COc1ccc2cc(N=Cc3nc(-c4ccc(C)cc4)oc3O)cnc2c1` gave HCV inhibitor 16%, CHX counter -6, Pf growth 48h 19%, Giardia FBPA inh -2%, Shiga toxin inh 26 and Pf growth 96h inconclusive.
Screening CC(C)CCCC(C)CCOC(=O)CN1CCCC1 (stereo not drawn) returned HCV inhibitor 1%, CHX counter -3, Pf growth 48h -1%, Giardia FBPA inh 4%, Shiga toxin inh -6 and Pf growth 96h 13%.
`CCOc1ccc(N(CC(=O)NC2CCCCC2C)S(=O)(=O)c2c(C)noc2C)cc1` (stereo not drawn) gave HCV inhibitor 19%, CHX counter 14*, Pf growth 48h inconclusive, Shiga toxin inh 16 and Pf growth 96h inconclusive.
Screening CC(=O)SC1CC(=O)N(c2ccc(C(C)(C)C)cc2)C1=O (stereo not drawn) returned HCV inhibitor 13%, CHX counter 4, Pf growth 48h 24%, Giardia FBPA inh -2%, Shiga toxin inh 11 and Pf growth 96h 36%[activator].
Screening Cc1ccccc1CSCC(=O)Nc1ccccc1Br returned HCV inhibitor -7%, CHX counter 11, Pf growth 48h -3%, Giardia FBPA inh -2%, Shiga toxin inh 14 and Pf growth 96h -12%.
COc1ccc(/C=N/NC(=O)c2ccc(NC(=O)c3cccc([N+](=O)[O-])c3)cc2)c(OC)c1 was read as HCV inhibitor inconclusive, CHX counter 13, Pf growth 48h inconclusive, Giardia FBPA inh 1%, Shiga toxin inh 20 and Pf growth 96h 40%[activator].
COc1cc(-c2nnc(-c3cc(OC)c(OC)c(OC)c3)o2)cc(OC)c1OC was read as HCV inhibitor inconclusive, CHX counter -3, Pf growth 48h inconclusive, Giardia FBPA inh 2%, Shiga toxin inh 21 and Pf growth 96h 4%.
`CCOC(=O)N1CCN(C(=O)CCS(=O)(=O)c2cc3c(cc2Cl)NC(=O)CO3)CC1` gave HCV inhibitor 14%, CHX counter -2, Pf growth 48h -4%, Giardia FBPA inh -10%, Shiga toxin inh -4 and Pf growth 96h 19%.
For O=[N+]([O-])c1cccc(Cl)c1NCCNc1ncc(C(F)(F)F)cc1Cl the results were HCV inhibitor -25%, CHX counter 2, Pf growth 48h 48%[activator], Giardia FBPA inh 2%, Shiga toxin inh -21 and Pf growth 96h 67%[activator].
Screening Cc1ccc(NC(=O)C(OC(=O)c2ccc(O)cc2)c2ccccc2)cc1Cl (stereo not drawn) returned HCV inhibitor 12%, CHX counter 1, Pf growth 48h inconclusive, Giardia FBPA inh 7%, Shiga toxin inh 28 and Pf growth 96h inconclusive.
For NC(=O)c1ccc(OCC2CCCO2)cc1 (stereo not drawn) the results were HCV inhibitor inconclusive, CHX counter 9, Pf growth 48h 13%, Giardia FBPA inh 8%, Shiga toxin inh -6 and Pf growth 96h 9%.
For Cn1ncc([N+](=O)[O-])c1C(=O)Nc1ccn(Cc2ccccc2F)n1 the results were CHX counter -3, Pf growth 48h inconclusive, Giardia FBPA inh -3%, Shiga toxin inh -9 and Pf growth 96h 36%[activator].
CCn1c(SCC(=O)NCCc2ccccc2)nc2sc3c(c2c1=O)CCN(C)C3 was read as HCV inhibitor inconclusive, CHX counter -2, Pf growth 48h 1.7µM*, Giardia FBPA inh -17%, Shiga toxin inh -8 and Pf growth 96h 0.37µM*.
Screening CCOC(=O)C(Cc1ccccc1)(NC(C)=O)C(=O)OCC returned HCV inhibitor 0%, CHX counter 6, Pf growth 48h -1%, Giardia FBPA inh 1% and Shiga toxin inh -5.
For CC(=O)c1ccc(OCC(O)Cn2nnc3ccccc32)cc1 (stereo not drawn) the results were HCV inhibitor -8%, CHX counter 39*, Pf growth 48h 7.4µM*, Giardia FBPA inh 9%, Shiga toxin inh 69 and Pf growth 96h 32%[activator].
Screening Cc1ccc(C)c(S(=O)(=O)N/N=C/c2ccc(N3CCOCC3)cc2)c1 returned HCV inhibitor 18%, CHX counter -3, Pf growth 48h 2%, Giardia FBPA inh -4%, Shiga toxin inh -2 and Pf growth 96h -1%.
`COc1ccc([N+](=O)[O-])cc1N(CC(=O)NCCC1=CCCCC1)S(C)(=O)=O` gave HCV inhibitor 0%, CHX counter -2, Pf growth 48h -19%, Giardia FBPA inh 2%, Shiga toxin inh -9 and Pf growth 96h 27%.
For O=C(N/N=C\c1ccc([N+](=O)[O-])s1)c1cncc(Br)c1 the results were HCV inhibitor 10µM*, CHX counter -3, Pf growth 48h 8.3µM*, Giardia FBPA inh -13%, Shiga toxin inh -6 and Pf growth 96h 3.3µM*.
`Cc1ccc(NC(=O)/C(C#N)=N/Nc2ccc(C(=O)O)cc2)c(C)c1` gave HCV inhibitor 3%, CHX counter 8, Pf growth 48h 31%[activator], Giardia FBPA inh -9%, Shiga toxin inh 3 and Pf growth 96h inconclusive.
`CCc1ccc([C@@H]2CC=C(C(=O)O)[C@H](c3cccc(Cl)c3)N2S(=O)(=O)c2ccc(C)cc2)cc1` gave HCV inhibitor 27%, Pf growth 48h -25% and Pf growth 96h 57%[activator].
Screening O=c1c2c(-c3cccs3)csc2ncn1-c1ccc(Br)cc1 returned HCV inhibitor inconclusive, CHX counter 1, Pf growth 48h inconclusive, Giardia FBPA inh -1%, Shiga toxin inh 16 and Pf growth 96h inconclusive.
`N#CCC(=O)N/N=C/c1coc2ccccc2c1=O` gave HCV inhibitor 4%, CHX counter -1, Pf growth 48h 8%, Giardia FBPA inh -9%, Shiga toxin inh -10 and Pf growth 96h 16%.
`CC(C)CCNC(=O)c1cn(CC(C)C)c(=O)c2c1c1ccccc1n2C` gave HCV inhibitor 5%, CHX counter -3, Pf growth 48h -24%, Giardia FBPA inh 8%, Shiga toxin inh -3 and Pf growth 96h inconclusive.
`O=C1S/C(=C/c2ccccc2F)C(=O)N1CCN=C1NS(=O)(=O)c2ccccc21` gave HCV inhibitor -27%, CHX counter -3, Pf growth 48h 5%, Giardia FBPA inh 2%, Shiga toxin inh -2 and Pf growth 96h 0%.
For CC(C)(C)c1ccc(OCc2ccc(C(=O)N3CCOCC3)o2)cc1 the results were HCV inhibitor inconclusive, CHX counter 54*, Pf growth 48h inconclusive, Giardia FBPA inh -16%, Shiga toxin inh 115* and Pf growth 96h 19%.

Of the compounds above, three contain a thiophene ring, fused or not.
CCn1c(SCC(=O)NCCc2ccccc2)nc2sc3c(c2c1=O)CCN(C)C3 was read as HCV inhibitor inconclusive, CHX counter -2, Pf growth 48h 1.7µM*, Giardia FBPA inh -17%, Shiga toxin inh -8 and Pf growth 96h 0.37µM*.
For O=C(N/N=C\c1ccc([N+](=O)[O-])s1)c1cncc(Br)c1 the results were HCV inhibitor 10µM*, CHX counter -3, Pf growth 48h 8.3µM*, Giardia FBPA inh -13%, Shiga toxin inh -6 and Pf growth 96h 3.3µM*.
Screening O=c1c2c(-c3cccs3)csc2ncn1-c1ccc(Br)cc1 returned HCV inhibitor inconclusive, CHX counter 1, Pf growth 48h inconclusive, Giardia FBPA inh -1%, Shiga toxin inh 16 and Pf growth 96h inconclusive.

The listing continues:
Screening Cc1ccc(SCc2c(C(=O)N/N=C/c3ccncc3)nnn2-c2nonc2N)cc1 returned HCV inhibitor -6%, CHX counter -2, Pf growth 48h 22%, Giardia FBPA inh 3%, Shiga toxin inh -10 and Pf growth 96h 2%.
`CN(C)C(=S)Nc1ccc(N2CCOCC2)cc1` gave HCV inhibitor 14%, CHX counter 1, Pf growth 48h 35%[activator], Giardia FBPA inh -12%, Shiga toxin inh 18 and Pf growth 96h 122%[activator].
`CC(=O)Oc1c(Cl)cc(Cl)cc1/C=C/c1ccc2ccccc2n1` gave HCV inhibitor -19%, CHX counter -3, Pf growth 48h -11%, Giardia FBPA inh -5%, Shiga toxin inh 10 and Pf growth 96h -12%.
Cc1ccnc(NC(=O)c2cnc(Cl)c(Cl)c2)c1 was read as HCV inhibitor -3%, CHX counter 32*, Pf growth 48h 50%[activator], Giardia FBPA inh 1%, Shiga toxin inh 116* and Pf growth 96h 24%.
For CCN1/C(=C\c2ccc3cc(C)ccc3[n+]2CC)Sc2cc(C)c(C)cc21 the results were HCV inhibitor 2.8µM*, CHX counter 4, Pf growth 48h 5.2µM*, Giardia FBPA inh 4%, Shiga toxin inh 2 and Pf growth 96h 31%[activator].
`CC/C=C/C(=O)N1CC2(CC(c3cccc(NC(=O)CC(c4ccccc4)c4ccccc4)c3)=NO2)C[C@@H]1C(N)=O` (stereo partly drawn) gave HCV inhibitor 13%, CHX counter -3, Pf growth 48h inconclusive, Giardia FBPA inh -8%, Shiga toxin inh -14 and Pf growth 96h inconclusive.
CN(C)c1ccc(C(=O)N/N=C/c2cc(Br)cc(Br)c2O)cc1 was read as HCV inhibitor inconclusive, CHX counter -4, Pf growth 48h inconclusive, Giardia FBPA inh 2%, Shiga toxin inh 22 and Pf growth 96h inconclusive.
Cc1cccc(CSc2nc3sc(C)c(C)c3c(=O)n2Cc2ccco2)c1 was read as HCV inhibitor -6%, CHX counter -6, Pf growth 48h 15µM*, Giardia FBPA inh 7% and Shiga toxin inh -21.
`CC(=O)c1cccc(NC(=O)C=C(C)C)c1` gave HCV inhibitor -21%, CHX counter -3, Pf growth 48h 12%, Giardia FBPA inh -9%, Shiga toxin inh -2 and Pf growth 96h 2%.
COc1cc(C2CC(=O)c3cnc(NC(=O)COc4ccccc4)nc3C2)cc(OC)c1OC (stereo not drawn) was read as HCV inhibitor -7%, CHX counter -2, Giardia FBPA inh -4%, Shiga toxin inh -17 and Pf growth 96h inconclusive.
O=C(Nc1cccc(Cl)c1)N(Cc1nc2ccccc2c(=O)[nH]1)C1CCCC1 was read as HCV inhibitor -12%, CHX counter 10, Pf growth 48h -8%, Giardia FBPA inh -4%, Shiga toxin inh 22 and Pf growth 96h 4%.
COc1cc(C(=O)OCC(=O)N(CC(C)C)C2CCS(=O)(=O)C2)ccc1OCC(C)C (stereo not drawn) was read as HCV inhibitor inconclusive, Pf growth 48h inconclusive and Pf growth 96h -6%.
`COc1ccc(C2C(C(=O)N3CCN(c4ccccc4F)CC3)c3ccccc3C(=O)N2C)cc1` (stereo not drawn) gave HCV inhibitor 6%&-24%, CHX counter -4, Pf growth 48h inconclusive, Giardia FBPA inh 3%, Shiga toxin inh -14 and Pf growth 96h 49%[activator].
`CC(C)C(=O)Nc1ccc(S(=O)(=O)Nc2ccccn2)cc1` gave HCV inhibitor 14%, CHX counter -3, Pf growth 48h 21%, Giardia FBPA inh 0%, Shiga toxin inh -14 and Pf growth 96h 67%[activator].

Compound activity (PubChem)
